# Screening results: PubChem, National Center for Advancing Translational Sciences (NCATS)
# Shiga toxin inh: Shiga toxin inhibition. 290,000 tested, 9.2% active. AID 2315. Vero cells, Shiga toxin protein synthesis inhibition reporter. inhibition, % at 38.7 µM; in the data active = inhibition mostly above about 28%, no sharp cut-off; inactive = mostly below about 43%; also: 0% is about no effect
# Pf growth 96h: P. falciparum growth inhibition at 96 hours. P. falciparum luciferase reporter growth, 96 h. Potency, µM (series often up to 28.7 µM), without a hit: at the top dose activity change, negative = inhibition, actives largely listed as inhibitors. 320,000 tested, 6.9% active. AID 504834; also: potency is read from the fitted curve at half-maximal effect; % is scaled to controls: 0 for no effect and ±100 for the full control effect
#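 P. falciparum expressing integrated firefly luciferase, in erythrocytes at 2% hematocrit, 0.05% parasitemia, incubated with compounds 96 h at 37 C, 5% CO2. Growth inhibition read as loss of luminescence; two-generation exposure targets delayed-death apicoplast inhibitors.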
# CHX counter: affects cycloheximide protein synthesis inhibition readout, counter-screen; max response, %; 300,000 tested, 12% active; cell reporter, cycloheximide protein synthesis inhibition counterscreen; in the data active = max response mostly above about 13%, no sharp cut-off; inactive = mostly below about 14%; also: read at 38.3 µM for the half of the compounds with a filed dose; 0% is about no effect
# AmpC no deterg: blocks E. coli AmpC beta-lactamase in detergent-free assay; AID 485341; P00811; AmpC nitrocefin hydrolysis, absorbance 480 nm, 0.0001% Triton; 330,000 tested, 0.52% active; Potency, µM (doses to about 57.1 µM), for the others: at the top dose activity change, negative = inhibition, actives largely listed as inhibitors;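 also: potency is read from the fitted curve at half-maximal effect; plate controls were no compound for no effect and no enzyme for full effect; nearly all actives have a fitted effect of over 20% in size; some results filed as inactive show a strong effect at the top dose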
# Target sequence (P00811 whole entry, looked up): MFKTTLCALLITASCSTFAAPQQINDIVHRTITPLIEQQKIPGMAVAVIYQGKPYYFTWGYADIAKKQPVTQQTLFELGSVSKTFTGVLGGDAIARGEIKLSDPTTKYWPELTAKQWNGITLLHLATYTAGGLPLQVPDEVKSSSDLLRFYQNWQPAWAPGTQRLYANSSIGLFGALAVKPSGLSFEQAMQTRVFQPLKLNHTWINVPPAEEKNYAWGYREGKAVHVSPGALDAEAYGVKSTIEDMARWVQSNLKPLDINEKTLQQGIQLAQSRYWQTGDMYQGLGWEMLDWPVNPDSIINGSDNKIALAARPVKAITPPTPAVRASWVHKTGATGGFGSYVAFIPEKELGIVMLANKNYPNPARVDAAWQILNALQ
#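 AmpC (5.3 nM in the dispensed reagent) in 20 mM phosphate pH 7.0 with 0.01% (detergent screen) or 0.0001% Triton X-100 was preincubated with compounds for 15 min at room temperature. Nitrocefin was then added from an 800 uM solution, and hydrolysis was followed at 480 nm.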
# Tb PYK inh: T. brucei pyruvate kinase inhibition | Q57TT1 | TbPYK enzyme, Kinase-Glo Plus ATP luminescence, 45 min | Potency, µM (doses to about 76.8 µM), for the others: top-dose activity, negative = inhibition, actives largely listed as inhibitors | 410,000 tested, 0.12% active | AID 624173; also: potency is read from the fitted curve at half-maximal effect; % is scaled to controls: 0 for no effect and ±100 for the full control effect; nearly all actives have a fitted effect of over 50% in size
#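 T. brucei PYK with substrate was exposed to pin-transferred compounds across a concentration series, then started with 130 uM ADP (final). After 45 min at room temperature, Kinase-Glo Plus luminescence was read, normalized and curve-fitted.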
# Pf growth 48h: inhibits P. falciparum growth in the first generation, 48 h. AID 504832. 310,000 tested, 5.9% active. Potency, µM (top dose mostly 28.7 µM), without a hit: at the top dose activity change, negative = inhibition, hits mostly inhibitors. P. falciparum luciferase growth in erythrocytes, 48 h; also: potency is read from the fitted curve at half-maximal effect; % is scaled to controls: 0 for no effect and ±100 for the full control effect
#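 Luciferase-expressing P. falciparum in infected erythrocytes (2% hematocrit, 0.1% parasitemia final) in RPMI 1640/0.5% Albumax were exposed to compound for 48 hours at 37 C, 5% CO2; growth read as luminescence.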
# LmPK inhibitor: blocks Leishmania mexicana pyruvate kinase activity | 290,000 tested, 0.37% active | Potency, µM (series often up to 57.5 µM), for inactives: top-dose activity change, negative = inhibition, most hits filed as inhibitors | Q27686 | purified LmPK, Kinase-Glo ATP luminescence, 1 h | AID 1721; also: potency is read from the fitted curve at half-maximal effect; % is scaled to controls: 0 for no effect and ±100 for the full control effect
# Target sequence (Q27686 whole entry, looked up): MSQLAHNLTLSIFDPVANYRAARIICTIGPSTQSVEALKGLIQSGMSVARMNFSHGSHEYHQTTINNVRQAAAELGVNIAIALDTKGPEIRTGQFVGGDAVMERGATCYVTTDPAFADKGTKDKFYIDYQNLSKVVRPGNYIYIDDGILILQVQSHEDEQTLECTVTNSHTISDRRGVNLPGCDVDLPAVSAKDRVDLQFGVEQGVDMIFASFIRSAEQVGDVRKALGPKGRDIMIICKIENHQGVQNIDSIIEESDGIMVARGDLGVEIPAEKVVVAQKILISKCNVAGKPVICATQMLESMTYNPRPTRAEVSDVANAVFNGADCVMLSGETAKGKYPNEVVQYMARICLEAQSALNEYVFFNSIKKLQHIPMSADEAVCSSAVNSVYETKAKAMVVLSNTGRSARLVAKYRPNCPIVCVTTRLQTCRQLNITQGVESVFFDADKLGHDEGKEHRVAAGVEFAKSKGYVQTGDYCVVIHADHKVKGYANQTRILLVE
#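 Screened at intermediate enzyme activity to detect both inhibitors and activators: LmPK at 0.1 nM, with a 0.5 nM enzyme column as activation reference. PEP 0.5 mM, ADP 0.1 mM; ATP detected by luminescence after 1 h.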
# Active calls of the source: *; ? = inconclusive; / = not tested or not shown; [ ] = dose if it differs, or a comment. Unless noted, calls follow the shape of the dose curve; as a rule, active = well fitted curve in the direction sought with a large enough effect; inconclusive = small, poorly fitted or top-dose-only effect, or another doubt; inactive = no such curve, though single readings can be large; an effect the other way counts as inactive or inconclusive.
(1) Cc1cc(=O)[nH]c(SCc2nnnn2-c2ccc(Cl)cc2)n1
(2) COc1ccc(/C=C/C(=O)OCC(=O)Nc2c(C)cccc2C)cc1
(3) CS(=O)(=O)N(CC(=O)Nc1cccc(Cl)c1)c1ccccc1Cl
(4) Cc1ccc(CN(CC(=O)NCc2ccc3c(c2)OCO3)C(=O)c2csnn2)cc1
(5) CC(OC(=O)[C@H](C)NC(=O)c1ccccc1Cl)C(=O)NCc1ccc2c(c1)OCO2 (stereo not given in full)
(6) Cn1nc(C(=O)OCC(=O)Nc2sccc2C(N)=O)c2ccccc2c1=O
(7) NC(=O)c1cc([N+](=O)[O-])c(Cl)cc1NCc1ccccn1
(8) CCC(Sc1nncn1C)C(=O)Nc1nnc(-c2ccccc2Cl)s1 (stereo not given)
(9) C=CCOc1c(OC)cc(Cl)cc1C1NC(=O)NC(C)=C1C(C)=O (stereo not given)
(10) COc1ccc(C2N(c3ccccc3)C(=O)C2(F)F)cc1OC (stereo not given)
Compound	1	2	3	4	5	6	7	8	9	10
AmpC no deterg	-9%	-9%	-22%	-8%	-8%	-29%	-9%	-2%	/	4%
Pf growth 48h	13%	?	/	4%	-6%	27%	?	-3%	-18%	/
Pf growth 96h	28%	10%	8%	7%	10%	21%	73%[activator]	9%	3.3µM*	12%
Shiga toxin inh	-12	18	-8	-6	/	-13	/	27	5	-3
LmPK inhibitor	-2%	-6%	-3%	-3%	/	5%	/	2%	2%	-5%
CHX counter	-3	13	-3	-1	/	-2	/	17*	-1	-2
Tb PYK inh	-4%	-1%	/	1%	7%	-4%	0%	-1%	-1%	0%

(11) CC(C)(NC(=O)NC(CO)c1ccccc1)c1cccc(C(C)(C)NC(=O)NC(CO)c2ccccc2)c1 (stereo not given)
(12) CCOCC(=O)Nc1cc([N+](=O)[O-])ccc1OC
(13) Cc1sc2ncnc(NCC(c3ccco3)N(C)C)c2c1C (stereo not given)
(14) O=C(Nc1cccc(S(=O)(=O)N2CCCCC2)c1)C1CCN(C(=O)c2ccc(Cl)cc2)CC1
(15) CN(C(=O)COC(=O)c1c[nH]c(=O)[nH]c1=O)C1CCCCC1
(16) O=C(CCN1C(=O)C2CC=CCC2C1=O)Nc1ccccc1Cl (stereo not given)
(17) COc1cccc(C(=O)Nc2ccc3c(c2)n(C)c(=O)n3C)c1
(18) CCCSc1nc2cc(C)c(C)cc2n1CC(O)CO (stereo not given)
(19) Cc1cc(=O)oc2c(CN3CCCC3)c(O)ccc12
(20) Cc1cccc(CN2C(=O)/C(=C\c3ccc(C(=O)NCCCN4CCN(C)CC4)cc3)Oc3ccccc32)c1
Compound	11	12	13	14	15	16	17	18	19	20
AmpC no deterg	26%	-8%	45%	25%	-3%	-15%	-16%	-20%	-3%	25%
Pf growth 48h	?	39%[activator]	?	?	6%	5%	31%[activator]	0%	29%	?
Pf growth 96h	?	?	10%	-66%	11%	21%	?	-26%	14%	45%[activator]
Shiga toxin inh	/	-18	-9	/	-6	-5	7	78*	0	-9
LmPK inhibitor	/	-2%	-3%	/	0%	0%	0%	-1%	1%	9%
CHX counter	/	-3	-6	/	8	0	10	21*	11	-6
Tb PYK inh	-4%	2%	10%	6%	32%	10%	-4%	0%	4%	/

(21) O=c1oc2ccccc2c2c1ncn2CCN1CCOCC1
(22) O=c1[nH]c(=O)n(Cc2ccccc2)c2nc(-c3ccc(C(F)(F)F)cc3)n(CCO)c12
(23) COc1ccc(/C=N/NC(=S)NC2CCS(=O)(=O)C2)cc1 (stereo not given)
(24) N/C(=N\OC(=O)CCCCCN1C(=O)c2ccccc2C1=O)c1ccccc1
(25) COc1cc(CNc2ccccc2SC)ccc1O
(26) N#Cc1cccc(NC(=O)Cn2cnc(S(=O)(=O)N3CCc4ccccc43)c2)c1
(27) O=c1c2c3c(sc2nc(N2CCNCC2)n1CCc1ccccc1)CCCCC3
(28) O=C(c1c(F)cccc1F)N1CCC(O)(c2cccnc2)CC1
(29) Cc1ccc(S(=O)(=O)NNC(=O)Nc2ccc(C)c(C)c2)c(C)c1
(30) CC(=O)NNC(=S)NC(=O)c1ccccc1
Compound	21	22	23	24	25	26	27	28	29	30
AmpC no deterg	-13%	6%	-11%	-12%	-42%	-17%	6%	-9%	-18%	4%
Pf growth 48h	9%	?	3%	40%[activator]	14%	-25%	31%	15%	1%	?
Pf growth 96h	9%	?	?	45%	5%	4.7µM*	-16%	14%	-2%	-24%
Shiga toxin inh	-8	-12	-2	71*	70*	-11	8	0	-7	10
LmPK inhibitor	-2%	0%	1%	5%	0%	1%	3%	-1%	-4%	8%
CHX counter	-3	1	4	37*	25	-1	1	-1	-3	1
Tb PYK inh	-3%	2%	10%	2%	-26%	-3%	-5%	6%	8%	-4%

(31) COc1ccc(Cn2nnc3c(=O)[nH]c(C4CCN(S(=O)(=O)c5ccc(C)cc5)CC4)nc32)cc1
(32) Cc1ncc([N+](=O)[O-])n1CCOC(=O)Nc1ccc(Cl)c(Cl)c1
(33) CN=C(Nc1cc(C)nn1-c1ccccc1)c1ccccc1F
(34) O=C(COC(=O)COc1cccc(Br)c1)Nc1c(Cl)cccc1Cl
(35) Cc1ccc(N2C(=O)c3ccccc3C2=O)cc1Cl
(36) Cc1noc(C)c1CSCC(=O)NC1=NCCS1
(37) Cc1sc(NC(=O)c2sc3nc4c(C)cccc4cc3c2N)c(C#N)c1C
(38) Cc1ccc(C(=O)COC(=O)CNC(=O)c2ccc(N3C(=O)c4ccccc4C3=O)cc2)cc1C
(39) COc1ccc(CCNC(=O)CSc2nnc3ccccn23)cc1
(40) O=C(NCCN1CCOCC1)Nc1cccc(Cl)c1
Compound	31	32	33	34	35	36	37	38	39	40
AmpC no deterg	14%	10%	-10%	-31%	-13%	-4%	-30%	-21%	-25%	-19%
Pf growth 48h	?	?	-8%	-10%	8%	0%	?	3%	?	40%[activator]
Pf growth 96h	?	-4%	?	-3%	-4%	?	?	1%	7%	105%[activator]
Shiga toxin inh	-12	-13	-22	-2	-6	-15	37*	-8	-1	-2
LmPK inhibitor	-1%	0%	-3%	2%	-5%	3%	-3%	1%	-5%	3%
CHX counter	5	-4	-4	-5	5	-8	19*	-1	-2	20
Tb PYK inh	-9%	2%	-2%	-5%	-5%	2%	-13%	0%	-13%	3%

(41) CS(=O)(=O)c1ccc(Cl)c(NC(=O)CN2CCCC2c2ccc3c(c2)OCCCO3)c1 (stereo not given)
(42) O=C(CSc1ccsc1[N+](=O)[O-])Nc1cccc(F)c1
(43) CCC(C)Sc1ccc([C@H]2N[C@@](Cc3ccccc3)(C(=O)OC)[C@H]3C(=O)N(CC)C(=O)[C@@H]23)cc1OC (stereo not given in full)
(44) COc1ccccc1N=C1SC(C)CN1C(=O)C1CCC1 (stereo not given)
(45) Cc1cc(N2CCCCC2)ccc1[N+](=O)[O-]
(46) CC(NC(=O)c1cnc2n(c1=O)CCS2)c1ccccc1 (stereo not given)
(47) Nc1nc(-c2cccnc2)nn1C(=O)c1ccccc1Cl
(48) COc1cc(/C=N/NC(=O)COc2c(C)cc([N+](=O)[O-])cc2C)ccc1OC(=O)c1ccccc1
(49) O=C(Nc1ccc(F)cc1F)c1cc(-c2ccco2)on1
(50) COCC(C)n1c(SCC(=O)NNC(=O)c2ccccc2)nc2ccccc2c1=O (stereo not given)
Compound	41	42	43	44	45	46	47	48	49	50
AmpC no deterg	116%[activator]	-52%	77%[activator]	-14%	-10%	-7%	2%[2.29 µM]	-3%	-14%	-5%
Pf growth 48h	?	18%	3.3µM*	24%	16%	0%	5%	?	253%[activator]	-27%
Pf growth 96h	?	17%	?	10µM*	-19%	-23%	56%[activator]	0%	2%	4%
Shiga toxin inh	/	30	/	10	46	-7	-12	10	93*	3
LmPK inhibitor	/	3%	/	-3%	-2%	-2%	2%	4%	-6%	5%
CHX counter	/	21*	/	16	13	-1	-1	-6	31*	7
Tb PYK inh	-5%	-4%	-4%	/	-15%	-4%	2%	-3%	-8%	-3%

(51) Cc1cc(C(F)(F)F)nc(SCCN2CCCCC2)c1C#N
(52) CC(=O)c1cccc(S(=O)(=O)N2CCC(C(=O)O)(c3ccccc3)CC2)c1
(53) Cc1noc(C)c1COC(=O)c1cc(=O)[nH]c2ccccc12
(54) Cc1ccc(S(=O)(=O)N2CCCCC2)cc1NC(=O)COC(=O)C1(C)CC1(Cl)Cl (stereo not given)
(55) N#C/C(=C(/O)CCl)c1nc(-c2ccccc2)cs1
(56) O=C(N/N=C/C(Cl)=C/c1ccccc1)c1ccccc1F
(57) CC(C)CNS(=O)(=O)c1cc(C(=O)OC2CCOC2=O)c(Cl)cc1Cl (stereo not given)
(58) O=C(CN1C(=O)c2ccccc2S1(=O)=O)Nc1ncc([N+](=O)[O-])s1
(59) CC(=O)c1ccc(NC(=S)NNC(=O)c2ccccc2[N+](=O)[O-])cc1
(60) Cc1cc(O)c(/C=N/Nc2ccccc2Cl)c(=O)o1
(61) Cc1ccc(S(=O)(=O)c2cc3ccccc3nc2N)cc1
(62) COc1ccc(C(=O)NC(=S)Nc2ccc(CN3CCOCC3)cc2)cc1Br
Compound	51	52	53	54	55	56	57	58	59	60	61	62
AmpC no deterg	1%	-23%	-16%	-18%	-28%	-29%	-18%	-37%	-14%[2.29 µM]	-21%	-22%	134%[activator]
Pf growth 48h	0%	-1%	6%	?	24%	-35%	7%	-1%	-17%[5.75 µM]	?	?	?
Pf growth 96h	?	15%	-16%	?	0%	?	-3%	-4%	-17%[1.15 µM]	12%	9.3µM*	?
Shiga toxin inh	15	-5	3	/	52*	80*	-4	/	-6	24	-7	-5
LmPK inhibitor	1%	-5%	-3%	/	0%	8%	5%	/	-1%	-17%	0%	2%
CHX counter	-1	7	-4	/	21*	56*	-2	/	-1	22*	10	-1
Tb PYK inh	-5%	4%	1%	-2%	-2%	-5%	-6%	-8%	-18%	6%	4%	-12%

# 5 compounds out of the list, arranged by SMILES length, falling.
(54) Cc1ccc(S(=O)(=O)N2CCCCC2)cc1NC(=O)COC(=O)C1(C)CC1(Cl)Cl (stereo not given)
(52) CC(=O)c1cccc(S(=O)(=O)N2CCC(C(=O)O)(c3ccccc3)CC2)c1
(57) CC(C)CNS(=O)(=O)c1cc(C(=O)OC2CCOC2=O)c(Cl)cc1Cl (stereo not given)
(56) O=C(N/N=C/C(Cl)=C/c1ccccc1)c1ccccc1F
(61) Cc1ccc(S(=O)(=O)c2cc3ccccc3nc2N)cc1
Compound	54	52	57	56	61
AmpC no deterg	-18%	-23%	-18%	-29%	-22%
Pf growth 48h	?	-1%	7%	-35%	?
Pf growth 96h	?	15%	-3%	?	9.3µM*
Shiga toxin inh	/	-5	-4	80*	-7
LmPK inhibitor	/	-5%	5%	8%	0%
CHX counter	/	7	-2	56*	10
Tb PYK inh	-2%	4%	-6%	-5%	4%
